Screening data deposited in PubChem by several laboratories.
TNAP inh hi DEA = human TNAP enzyme inhibitors, primary screen, biochemical, luminescent, high phosphate acceptor level, uHTS; purified TNAP, CDP-star luminescence, 1 M DEA; inhibition, % at 20 µM; hit rate 0.03% among 200,000;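 active means over 50% inhibition of tissue-nonspecific alkaline phosphatase at 20 µM in the single-dose screen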;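 further: plate controls were DMSO wells for no effect and EDTA-quenched wells as full inhibition for full effect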
Target sequence (P05186 whole entry, looked up): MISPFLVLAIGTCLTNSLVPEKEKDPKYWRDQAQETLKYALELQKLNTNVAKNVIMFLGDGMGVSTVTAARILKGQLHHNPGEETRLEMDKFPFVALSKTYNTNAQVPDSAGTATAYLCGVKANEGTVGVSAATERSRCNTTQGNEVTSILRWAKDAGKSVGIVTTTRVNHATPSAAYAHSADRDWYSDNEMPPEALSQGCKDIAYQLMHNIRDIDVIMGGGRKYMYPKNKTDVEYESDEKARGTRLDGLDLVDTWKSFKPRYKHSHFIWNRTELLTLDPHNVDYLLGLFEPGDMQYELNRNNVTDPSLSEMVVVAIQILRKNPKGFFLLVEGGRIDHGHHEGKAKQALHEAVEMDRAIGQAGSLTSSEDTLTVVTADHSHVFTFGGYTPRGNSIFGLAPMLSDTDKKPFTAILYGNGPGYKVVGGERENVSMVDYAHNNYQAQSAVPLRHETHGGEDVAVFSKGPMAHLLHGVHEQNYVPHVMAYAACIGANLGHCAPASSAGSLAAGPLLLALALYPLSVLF
Efa HMGR inh = inhibitors of E. faecalis class II HMGR, primary screen, biochemical, Enterococcus faecalis; purified E. faecalis HMGR, NADPH absorbance 340 nm kinetic; hit rate 0.41% among 190,000; AID 1066, 2008; inhibition, % at 10 µM;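 active means inhibition above a set limit, the median over all tested compounds plus 3 SD, cut at about 9.5% in these data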;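 further: enzyme runs in reverse so mevalonate oxidation gives rising NADPH absorbance; 0% = complete reaction with DMSO and 100% = background rate lacking mevalonate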
FLuc stim CS = FLuc activators, initial screening, artefact control for FLuc-dependent activation tests, biochemical, ATPlite luminescence; Luciferin 4-monooxygenase (Photinus pyralis), P08659; ATPlite luciferase biochemical, 10 min; 0 = ATP-free wells, 1 = DMSO control; activation factor at 10 µM; 200,000 tested, under 10 active;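 active means luciferase activation factor, scaled between plate controls, of at least 2 with compound at 10 µM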
Target sequence (P08659 whole entry, looked up): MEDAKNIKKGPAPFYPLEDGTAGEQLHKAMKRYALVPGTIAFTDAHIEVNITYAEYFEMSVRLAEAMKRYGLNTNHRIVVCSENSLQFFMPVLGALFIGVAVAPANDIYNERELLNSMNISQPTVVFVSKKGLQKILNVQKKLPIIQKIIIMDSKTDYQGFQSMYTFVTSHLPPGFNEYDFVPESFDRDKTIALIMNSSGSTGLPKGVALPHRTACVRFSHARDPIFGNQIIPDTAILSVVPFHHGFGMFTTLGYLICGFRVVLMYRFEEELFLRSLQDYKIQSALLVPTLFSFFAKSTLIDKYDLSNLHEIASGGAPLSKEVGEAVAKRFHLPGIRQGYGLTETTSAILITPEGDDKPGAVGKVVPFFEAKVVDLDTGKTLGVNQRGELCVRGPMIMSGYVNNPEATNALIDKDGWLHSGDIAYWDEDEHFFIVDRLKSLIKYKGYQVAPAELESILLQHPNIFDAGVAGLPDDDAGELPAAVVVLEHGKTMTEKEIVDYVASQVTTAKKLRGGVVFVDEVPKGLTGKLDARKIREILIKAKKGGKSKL
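Assay system – cell-free luciferase reagent · Medium – PBS-based ATP solution · Dosing – test compounds dosed from 2 mM stocks in 100% DMSO · Timing – 10 min, room temperature · Technique – light output (luminescence) · Measure – luminescence gain marking luciferase activators · Controls – No-ATP low control, compound-free enzyme-plus-ATP high control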
PMI act hi M6P = human PMI activators, high substrate, primary screen, biochemical, fluorescence intensity, near-saturating mannose 6-phosphate; Mannose-6-phosphate isomerase (Homo sapiens), P34949; coupled PMI enzyme assay, resazurin fluorescence, 20 min; stronger effect = higher value; 1 = untreated enzyme, 0 = substrate-free blank; activation factor at 20 µM; hit rate 0.34% among 190,000;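 active means activation factor of 2 or more at 20 µM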
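Technique: Diaphorase-driven resazurin-to-resorufin fluorescence, excitation 544, emission 590 nm | Assay system: Human PMI in coupled enzyme assay | Times: Enzyme reaction with compound 20 min at room temperature | Medium: HEPES-buffered pH 7.4 with magnesium and detergent | Reagent: Mannose-6-phosphate 1.0 mM (near-saturating) plus 0.22 mM NADP+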
G6PDH CS = L. mesenteroides G6PDH inhibitors, counter-screen for G6PDH-coupled screening assays, biochemical, Leuconostoc mesenteroides enzyme | glucose-6-phosphate dehydrogenase [Leuconostoc mesenteroides] | Purified L. mesenteroides G6PDH, diaphorase/resazurin coupled fluorescence, 45 min | inhibition, % at 5 µM | hit rate 0.12% among 200,000 | AID 1020, 2008; in the data active means inhibition above about 50%
Diaph act CS = compounds boosting diaphorase resazurin reduction – biochemical, uHTS, resorufin fluorescence, counter-screen for diaphorase-coupled primary assays, primary screen | hit rate 0.005% among 190,000 | Diaphorase/resazurin coupled assay, 16 min; stronger effect = higher value; 1 = vehicle wells, 0 = NADH-free wells | activation factor at 20 µM;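 active means diaphorase activity raised at least twofold by the compound at 20 µM; inactive means activation factor below 2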
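Material: purified diaphorase enzyme from Clostridium kluyveri / Medium: HEPES pH 7.4 buffer with MgCl2 and Tween 20 / Schedule: enzyme reaction of 16 min at room temperature / Measured by: resorufin fluorescence, excitation 544 nm, emission 590 nm / Evaluation: rise in resorufin formation, marking diaphorase activation or chemical reduction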
TNAP inh noacc = human TNAP enzyme inhibitors, primary screen, biochemical, luminescent, no phosphate acceptor, uHTS; Alkaline phosphatase, tissue-nonspecific isozyme (Homo sapiens), P05186; purified TNAP, CDP-star luminescence, 30 min; inhibition, % at 20 µM; hit rate 0.26% among 200,000;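 active means tissue-nonspecific alkaline phosphatase inhibition above about 50% at 20 µM in the single-dose screen, limit read from the data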;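 further: 0% = DMSO negative control and 100% = EDTA positive control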
Diaph inh CS = diaphorase inhibitors and chemical oxidizers, primary screen, counter-screen for diaphorase-coupled primary assays, biochemical, uHTS, resorufin fluorescence; diaphorase resazurin-to-resorufin fluorescence, NADH, 16 min; bacterial (C. kluyveri) enzyme, not human; inhibition, % at 20 µM; hit rate 0.69% among 190,000; AID 1217, 2008;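 active means primary screen inhibition at 20 µM above a set limit, cut at about 50% in these data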;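 further: plate controls were DMSO with full reaction for no effect and wells lacking NADH for full effect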
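System: Diaphorase enzyme from Clostridium kluyveri | Amount: Enzyme working solution with 0.14 U/mL diaphorase | Benchmarks: No-NADH positive control and DMSO neutral control | Signal: Fluorescence of resorufin formed from resazurin, Ex 544/Em 590 nm | Schedule: 16-min room-temperature incubation before reading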
PMI activator = activators of human PMI, primary screen, biochemical, fluorescence intensity, near-Km mannose 6-phosphate; Mannose-6-phosphate isomerase (Homo sapiens), P34949; purified human PMI, coupled resazurin fluorescence, 20 min; stronger effect = higher value; 1 = vehicle control, 0 substrate-free wells; activation factor at 20 µM; hit rate 0.005% among 190,000;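 active means activation factor of 2 or more at 20 µM, relative to plate controls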
TNAP act hi DEA = TNAP activators at high phosphate acceptor level, primary screen, biochemical, luminescence, uHTS; purified TNAP, CDP-star luminescence, 1 M DEA, 30 min; stronger effect = higher value; 0 = EDTA background, 1 = DMSO-only activity; 200,000 tested, under 10 active; activation factor at 20 µM; Alkaline phosphatase, tissue-nonspecific isozyme (Homo sapiens), P05186;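 active means activation factor at least 2 at 20 µM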
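Assay system: human TNAP; Input: enzyme diluted 1/800 final; Reagent: CDP-star luminogenic substrate at 100 µM final; Timing: 30 min, room temperature; Signal: luminescence; Evaluation: TNAP activation factor scaled between EDTA and DMSO control wells.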
Starred values were filed as active, the others as inactive; · = no result given.

SMILES	TNAP inh hi DEA	Efa HMGR inh	FLuc stim CS	PMI act hi M6P	G6PDH CS	Diaph act CS	TNAP inh noacc	Diaph inh CS	PMI activator	TNAP act hi DEA
CS(=O)(=O)N1CCc2cc(C(=O)Nc3ccccc3)ccc21	-2	-7	0.9	·	2	·	-9	·	·	1
O=C1NCCN1C(=O)N(c1ccccc1)c1ccccc1	-2	0	1.1	1	0	1	-10	-4	1	1
CCn1c(=O)cc(OCC(=O)NC(C)c2ccc3c(c2)OCCO3)c2ccccc21 (configuration not stated)	5	-2	1	1	-6	0.9	-11	12	1	1
Fc1ccccc1C(c1nnnn1Cc1ccc2c(c1)OCO2)N1CCN(Cc2ccccc2)CC1 (configuration not stated)	-3	0	1	1	-23	1	-9	-2	0.9	1
Cc1ccc(C(=O)CS(C)(=O)=O)cc1	-1	-3	1	1.1	2	1	-4	-4	1	1
O=c1cc(NCc2ccccc2)nc2n1CCCS2	-4	-6	1.1	1	-1	0.8	-12	16	1	1
Cc1c(NC(=O)C(C)Sc2nc3ccccc3c(=O)n2CCO)c(=O)n(-c2ccccc2)n1C (configuration not stated)	-6	-4	1	0.9	4	0.8	-20	22	0.9	1.1
CCOC(=O)C(Sc1n[nH]c(N)n1)c1ccccc1 (configuration not stated)	-3	-7	1.1	1.1	-2	1	-17	3	1.1	1
CCOc1ccc(C(=O)CSCC(=O)O)cc1	-5	0	1	1.3	12	1.2	-9	-15	1.3	1.1
Cc1ccc(C)c(OCCCC(=O)Nc2ccc(N3CCOCC3)cc2)c1	2	2	1	0.9	-26	0.9	-4	9	0.9	1
COc1ccc(-n2nnnc2SCC(=O)Nc2ccccc2N2CCOCC2)cc1	-6	0	1	1	7	0.9	-6	10	1	1.1
COc1ccc(N2CCN(C(=O)Nc3ccc(S(=O)(=O)N(C)C)cc3)CC2)cc1	-5	-4	1.1	0.8	-16	0.9	-9	15	0.9	1.1
O=C(NCc1ccccn1)Nc1cccc(NC(=O)NCc2ccccn2)c1	-5	-6	1	0.8	8	1	-13	5	0.9	1
CCCCN(C)C(=O)c1nc2ccccn2c1CNCCCn1nnc2ccccc21	-4	-8	1	0.9	15	0.8	-6	15	0.9	1
O=C1CC2CS(=O)(=O)CC2N1c1ccc(Cl)cc1Cl (configuration not stated)	-3	-3	1.1	1.1	3	0.9	-8	6	1.1	1
O=C(O)c1ccccc1OCc1ccccc1Br	-7	-3	1.1	1.1	2	0.9	-14	7	1	1.1
CC1CN(S(=O)(=O)c2ccc(C(=O)NCCCn3ccnc3)cc2)CC(C)O1 (configuration not stated)	-5	-1	1	1.2	8	1.2	-10	-16	1.3	1.1
O=C(CN1CCN(Cc2ccc(F)cc2Cl)C1=O)NCCc1ccc(Cl)cc1	-9	-15	1.1	0.9	8	0.8	-8	17	0.9	1.1
COc1ccccc1N=C(C)C1=C(O)CC(c2ccccc2)CC1=O (configuration not stated)	-1	-3	1.1	0.9	8	0.9	-4	11	0.9	1
O=C(O)c1ccccc1C(=O)NNc1ccc(F)cc1	2	4	1	1.7	4	0.9	-4	14	1.4	1
CC1(C)CC(=O)C2=C(C1)NC(=O)CC2C(=O)NCc1ccc(F)cc1 (configuration not stated)	2	3	1	0.9	20	0.9	-7	6	0.9	1
CSc1nc2nccc(/C=C\c3ccccc3)n2n1	3	0	1	1	4	0.9	9	8	1.1	1
COc1ccc(S(=O)(=O)NCCCCNS(=O)(=O)c2ccc(OC)cc2)cc1	-2	1	1	1	3	1	-7	1	1	1
Cc1ccc2c(c1)N(CCC(=O)NCc1ccc3c(c1)OCO3)C(=O)CO2	-1	1	1.1	1.1	10	1	2	5	1.1	1
O=c1[nH]c(CSc2nc(-c3ccc(F)cc3)cs2)nc2ccccc12	0	-2	1.1	1	-22	0.9	-7	9	0.9	1
Cc1cc(C)c2c(-n3cccc3)c(C(=O)NNS(=O)(=O)c3ccccc3)sc2n1	-3	0	1	0.9	14	0.8	-7	20	0.9	1
Cc1cccc(NC(=O)NNC(=O)c2sccc2-n2cccc2)c1	-2	-4	1	1	4	1.1	-26	-10	1.1	1
CCN(CC)CCCN1C(=O)C(O)=C(C(=O)c2ccc(C)o2)C1c1cccs1 (configuration not stated)	-2	·	1.1	1	3	0.9	-8	10	0.9	1
CCOc1ccccc1NC(=O)CN1CCC(NC(=O)c2ccccc2)CC1	-6	-1	1.1	1	7	0.9	-11	14	0.9	1.1
Cc1ccc(N2CN=c3s/c(=C\c4cccnc4)c(=O)n3C2)cc1	-3	-4	1	0.7	12	0.8	-4	21	0.8	1
C=CCn1c(SCc2ccc3nonc3c2)nnc1-c1cccs1	-3	1	1	0.9	-5	0.8	-8	19	0.9	1
COCCn1c(N)c(C(=O)OCc2ccccc2)c2nc3ccccc3nc21	-7	-2	1	0.5	18	0.7	-8	28	0.8	1.1
Cc1noc2ncnc(N3CCN(c4cccc(Cl)c4)CC3)c12	-3	-7	1.1	1	-3	1	-4	4	1	1
Cc1cc(C(=O)NP(=O)(N2CCOCC2)N2CCOCC2)c(C)n1-c1ccc(N(C)C)cc1	4	-12	1.1	0.8	-15	0.8	-9	16	0.8	1
Nc1cc(=O)[nH]c(SCc2nc3ccccc3n2Cc2ccccc2)n1	-6	-13	1.1	0.9	0	0.9	-18	12	1.1	1.1
Brc1ccc(OCCOc2cccc3cccnc23)cc1	-4	-1	1	1.1	10	1	-2	2	1.1	1
CCCc1nc2ccccc2c(=O)n1NC(=O)c1c(O)c2cccc3c2n(c1=O)CCC3	-1	0	1	1.1	3	1	-2	-4	1	1
COc1ccc(CC(=O)NCC(=O)N/N=C(/C)c2ccco2)cc1	-1	6	1	1	6	0.9	-8	8	1.1	1
COc1ccc(-c2noc(CCC(=O)NCCCN3CCC(Cc4ccccc4)CC3)n2)cc1	-4	-3	1	1	-25	0.9	-2	7	1	1
CCN(CC)C(=O)CSc1nnc([C@@H](N)Cc2ccccc2)o1	-2	-1	1	0.9	0	0.9	-13	14	1	1

A few values from the entries so far:
FLuc stim CS, `CCCc1nc2ccccc2c(=O)n1NC(=O)c1c(O)c2cccc3c2n(c1=O)CCC3` → 1
FLuc stim CS, `Cc1noc2ncnc(N3CCN(c4cccc(Cl)c4)CC3)c12` → 1.1
Diaph inh CS, `Brc1ccc(OCCOc2cccc3cccnc23)cc1` → 2

More compounds
SMILES	TNAP inh hi DEA	Efa HMGR inh	FLuc stim CS	PMI act hi M6P	G6PDH CS	Diaph act CS	TNAP inh noacc	Diaph inh CS	PMI activator	TNAP act hi DEA
O=C(CS(=O)(=O)c1cccc(Cl)c1)Nc1ccccc1Cl	-1	-1	1	1.1	5	1	-7	0	1	1
CCCN1C2CCCC1CC(NC(=O)NC1CCCCC1)C2 (configuration not stated)	-4	-4	1.1	1	1	0.8	-17	18	1	1
CC(C)(C)NC(=O)NC(=O)COC(=O)c1cccc(NS(=O)(=O)c2ccc(F)c(F)c2)c1	1	-1	1.1	0.9	15	0.8	4	22	0.8	1
CC(=O)OC[C@H]1O[C@@H](O/N=C(\C)CCN2CCCCc3nc(C)c(C)cc32)[C@H](OC(C)=O)[C@@H](OC(C)=O)[C@@H]1OC(C)=O	-2	-9	1.1	1	12	0.9	-2	10	1.1	1
COc1cc(CN2CCN(Cc3ccc([N+](=O)[O-])cc3)CC2)c([N+](=O)[O-])cc1OC	-4	0	1.1	0.4	12	0.7	-7	30	0.8	1
CCCCNS(=O)(=O)c1ccc2nc(SCC(=O)Nc3ccccc3)[nH]c2c1	-2	-8	1	1	-1	0.9	-20	7	0.9	1
O=C(O)c1cc2c(ccc3ccccc32)[nH]1	-6	-2	1	1	1	0.9	-16	8	1	1.1
CSCCCNC(=S)N1CCN(S(=O)(=O)c2cccc(C(F)(F)F)c2)CC1	-1	-2	1.1	1	0	0.8	-18	18	1	1
CC(C)CC(=O)NC1(C(F)(F)F)C(=O)Nc2c1c(=O)[nH]c(=O)n2Cc1ccco1 (configuration not stated)	-3	3	1.1	1	1	0.8	-12	19	1	1
CC(C)(C)NC(=O)CN(Cc1cccs1)C(=O)CCC(=O)Nc1nccs1	-3	-6	1.1	1	6	1	-5	0	1	1
Cn1nnc(NC(=O)CSc2ccc(Cl)cc2)n1	-6	3	1.1	1.1	12	1.2	0	-16	1.2	1.1

Four structures already listed, arranged by molar mass, lowest first.
SMILES	TNAP inh hi DEA	Efa HMGR inh	FLuc stim CS	PMI act hi M6P	G6PDH CS	Diaph act CS	TNAP inh noacc	Diaph inh CS	PMI activator	TNAP act hi DEA
Nc1cc(=O)[nH]c(SCc2nc3ccccc3n2Cc2ccccc2)n1	-6	-13	1.1	0.9	0	0.9	-18	12	1.1	1.1
Cc1ccc2c(c1)N(CCC(=O)NCc1ccc3c(c1)OCO3)C(=O)CO2	-1	1	1.1	1.1	10	1	2	5	1.1	1
CC(C)(C)NC(=O)CN(Cc1cccs1)C(=O)CCC(=O)Nc1nccs1	-3	-6	1.1	1	6	1	-5	0	1	1
CC(=O)OC[C@H]1O[C@@H](O/N=C(\C)CCN2CCCCc3nc(C)c(C)cc32)[C@H](OC(C)=O)[C@@H](OC(C)=O)[C@@H]1OC(C)=O	-2	-9	1.1	1	12	0.9	-2	10	1.1	1
